# AP complement: alternative pathway complement inhibition, orthogonal assay; inhibition, % at 5 µM; Human serum alternative complement pathway, LPS-coated ELISA, C3 deposition; tested in compound mixtures; 62,000 tested, 0.08% active;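 active means inhibition above 30% in each of the two pooled mixtures holding the compound, so the lower value exceeds 30%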;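 further: 0% = serum in Mg-EGTA without compound and 100% = EDTA serum blank; some compounds past the cut are filed as inactive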
#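 Medium: diluted human serum in Mg2+-EGTA GVB++. Assay system: human serum complement alternative pathway, C3 deposition onto LPS. Also added: Plate-bound LPS. Technique: Anti-C3 ELISA, OD 450 nm. Measure: percent inhibition. Incubation: 1 h at 37 °C. Dosing: 5 µM each compound, pools of ten, 50 µM per pool.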
# CatB mixtures: human cathepsin B inhibition by mixtures; P07858; Purified cathepsin B, AMC dipeptide fluorescence, compound mixtures; inhibition, %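 (ten-compound pools at 5 µM per compound and 50 µM total)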; 62,000 tested, 0.06% active; AID 488; in the data active means inhibition above about 22%, passing the limit was not always enough; inconclusive means no clear call, values can overlap the other calls;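 further: 0% = enzyme without compound and 100% = no enzyme blank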
# DUSP1 inh: inhibitors of human MKP-1 phosphatase; AID 374; P28562; 65,000 tested, 0.15% active; recombinant MKP-1, OMFP hydrolysis fluorescence; inhibition, %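 (compounds tested at a single concentration somewhere between 10 and 100 µM)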;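 active means inhibition above about 50%, limit read from the data; inconclusive means inhibition over screen mean plus 3 SD, below that limit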;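 further: 0% = DMSO max control wells and 100% = wells with enzyme stopped by NaOH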
# tolC growth inh: blocks growth of E. coli BW25113 tolC mutant; OD615; 65,000 tested, 2.2% active; growth inhibition, % at 10 µM (by protocol);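 active means growth inhibition at or above a cutoff equal to the mean over every tested compound plus 3 SD, cut at about 60% in these data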;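 further: growth measured after 20 h incubation at 37 °C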
#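 Test system: tolC-deleted E. coli BW25113 | Medium: LB with kanamycin 50 µg/mL | Compound dosing: Single concentration, 10 µM final per compound | Schedule: 37 °C, 20 h exposure | Measured by: OD at 615 nm | Evaluation: Percent growth inhibition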
# Ec RNAP inh: Escherichia coli RNA polymerase inhibition; P0A8V2; E. coli RNA polymerase, fluorescence transcription assay; inhibition, %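 (tested at 10 µM)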; 62,000 tested, 0.2% active; in the data active means inhibition above about 20%;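 further: 0% = enzyme without compound and 100% = no enzyme blank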
# Target sequence (P0A8V2 whole entry, looked up): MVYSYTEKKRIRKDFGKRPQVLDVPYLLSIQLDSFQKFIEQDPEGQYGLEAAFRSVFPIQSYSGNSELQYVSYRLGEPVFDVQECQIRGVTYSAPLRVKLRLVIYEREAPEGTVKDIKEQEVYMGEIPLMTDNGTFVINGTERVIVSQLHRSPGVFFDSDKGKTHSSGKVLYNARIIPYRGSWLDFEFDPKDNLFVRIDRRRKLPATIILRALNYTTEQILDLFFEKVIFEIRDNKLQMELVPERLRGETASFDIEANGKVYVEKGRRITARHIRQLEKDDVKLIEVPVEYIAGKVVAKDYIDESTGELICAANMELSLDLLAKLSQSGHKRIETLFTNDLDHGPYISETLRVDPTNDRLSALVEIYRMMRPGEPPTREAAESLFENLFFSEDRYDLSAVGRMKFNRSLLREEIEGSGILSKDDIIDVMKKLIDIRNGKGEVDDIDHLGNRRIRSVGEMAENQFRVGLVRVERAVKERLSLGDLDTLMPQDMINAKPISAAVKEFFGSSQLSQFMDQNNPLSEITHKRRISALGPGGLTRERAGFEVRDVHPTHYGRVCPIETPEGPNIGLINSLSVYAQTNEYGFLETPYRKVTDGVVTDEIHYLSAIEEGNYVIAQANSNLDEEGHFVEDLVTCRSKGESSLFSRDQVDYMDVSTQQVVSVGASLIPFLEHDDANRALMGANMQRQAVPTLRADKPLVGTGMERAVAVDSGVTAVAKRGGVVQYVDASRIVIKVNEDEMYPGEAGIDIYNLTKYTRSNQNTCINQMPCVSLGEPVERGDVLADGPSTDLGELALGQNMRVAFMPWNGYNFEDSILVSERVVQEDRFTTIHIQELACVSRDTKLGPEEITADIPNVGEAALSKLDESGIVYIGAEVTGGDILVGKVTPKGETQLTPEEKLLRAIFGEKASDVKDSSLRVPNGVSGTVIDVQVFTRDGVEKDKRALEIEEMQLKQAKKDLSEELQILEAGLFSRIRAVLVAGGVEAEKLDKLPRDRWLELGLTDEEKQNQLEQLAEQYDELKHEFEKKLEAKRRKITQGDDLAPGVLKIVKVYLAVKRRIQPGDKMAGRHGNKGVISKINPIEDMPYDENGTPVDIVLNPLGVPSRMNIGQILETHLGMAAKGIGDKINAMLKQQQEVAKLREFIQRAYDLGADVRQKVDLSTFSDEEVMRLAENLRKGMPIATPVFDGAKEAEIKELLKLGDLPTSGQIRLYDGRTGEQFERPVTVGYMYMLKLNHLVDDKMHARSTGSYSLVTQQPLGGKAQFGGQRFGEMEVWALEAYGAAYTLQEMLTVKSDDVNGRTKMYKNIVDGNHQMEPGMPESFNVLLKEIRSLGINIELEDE
# Hsp90 block: displaces geldanamycin probe from tumor Hsp90; inhibition, % at 30 µM; P07900; NCI-N417 lysate Hsp90, Cy3B-geldanamycin FP displacement; 64,000 tested, 0.35% active; AID 429;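 active means inhibition above 50%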;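 further: 0% = tracer plus lysate wells and 100% = tracer alone without lysate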
# D1 allo mod: D1 dopamine receptor (human) allosteric modulation | HEK293 D1, CRE-luciferase, dopamine EC30 potentiation; actives deviate in either direction | B-score at 10 µM | 58,000 tested, 5.9% active | AID 641;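 active means luminescence count or its row- and column-corrected plate score outside the 99.7% band of the plate's sample wells, on either side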
# Cdc25B block: inhibitors of human Cdc25B phosphatase. 65,000 tested, 0.1% active. P30305. recombinant Cdc25B, OMFP fluorescence Ex485/Em525. inhibition, %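 (compounds tested at 10 µM final in the well)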; in the data active means inhibition above about 50%
# CatB inh: inhibitors of human cathepsin B; purified cathepsin B, fluorogenic substrate, fluorescence; inhibition, %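 (tested at 10 µM)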; 63,000 tested, 0.1% active; in the data active means inhibition above about 21%;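 further: 0% = enzyme with no compound and 100% = no enzyme blank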
# An asterisk follows results filed as active; ? = inconclusive; nt = not tested or not shown; & = joins results of further samples.
# Below each compound – AP complement	CatB mixtures	DUSP1 inh	tolC growth inh	Ec RNAP inh	Hsp90 block	D1 allo mod	Cdc25B block	CatB inh
CC1(C)CC(=O)N(CC(=O)NC2CCCC2)c2ccccc2S1(=O)=O
  12.1	1.2	-3.9	-21.3	3.1	-0.6	-0.372	-17.4	0.5
C=CCN1C(=O)CN=C1Nc1ccc(OC)cc1OC
  3.6	-2.4	-0.9	-19.1	3.0	-2.5	0.0222	-10.6	2.3
Cc1nc2c(=O)oc3ccccc3c2n1-c1ccccc1
  14.9	5.4	-7.3	-7.2	13.2	-3.9	3.24	-1.4	6.0
c1ccc(-c2nc(N3CCOCC3)c3ccccc3n2)nc1
  6.2	2.6	-20.2	10.6	5.5	2.2	0.488	4.4	4.2
CCN(CCCNC(=O)c1[nH]c(C)c(C(C)=O)c1C)c1cccc(C)c1
  12.7	1.7	7.8	98.5*	3.2	-8.9	-1.04	7.8	3.0
Cc1ccc(S(=O)(=O)NCCNC(=O)N2CCOCC2)cc1
  4.5	3.8	-2.4	-22.5	0.7	0.3	0.212	-1.9	-3.8
O=C(O)c1cccc(S(=O)(=O)N2CCOCC2)c1
  -14.9	5.3	2.5	-14.3	2.1	-2.9	0.14	-11.4	6.2
CCOC(=O)c1cnc2nc[nH]n2c1=O
  13.9	0.3	1.6	-6.1	3.5	-1.7	-0.423	-28.9	-1.0
C=CCNCc1cccn1-c1sc2c(c1C#N)CCCC2
  5.8	4.3	3.8	0.3	7.0	nt	-0.381	-12.7	-4.6
O=C(CSc1nnc(-c2ccco2)o1)N1CCOCC1
  10.9	-6.9	5.7	-2.3	8.5	-1.9	-0.0309	-12.4	1.8
Cc1cc(N2C(=O)C(=O)/C(=C(/O)c3ccccc3)C2c2cccs2)no1 (stereo not drawn)
  nt	nt	-12.3	5.3	2.1	-6.0	nt	-3.0	-1.5
Cc1ccc2c(c1)-c1c(cnn1CC(=O)N1CCCN(Cc3ccccc3F)C1)CO2
  21.8	8.9	18.6	14.6	6.5	-2.5	-2.94*	-9.3	3.2
Cc1cc(N2CCCN(C)CC2)nc2cc(Cl)ccc12
  8.5	1.3	-8.3	-0.3	1.4	0.0	nt	-6.0	-6.9
Cc1ccn(CCSCC(=O)O)n1
  -6.2	-2.4	23.9	-33.9	9.4	1.6	-0.0585	-9.5	-2.3
CCOC(=O)C1CCN(C(=O)COc2cc(C)c(Br)c(C)c2)CC1
  9.1	-0.2	3.8	28.8	-3.5	-0.9	nt	-2.7	1.4
O=C(NCC(=O)N(Cc1ccc(F)cc1)C(C(=O)NC1CCCC1)c1ccco1)c1ccco1 (stereo not drawn)
  5.1	8.0	-12.4	1.5	14.5	-5.0	-0.279	6.8	-2.1
Cc1ccc2cc(CN(Cc3ccc4c(c3)OCO4)Cc3nnnn3Cc3ccco3)c(=O)[nH]c2c1C
  11.0	8.9	19.8	32.7	5.5	1.5	0.349	5.7	5.0
Cc1cccc(C)c1NC(=O)CSc1nnc(-c2ccoc2C)n1CCc1ccccc1
  1.0	1.6	-10.5	27.8	4.6	1.2	-0.15	-28.1	3.9
COc1ccccc1OCC(=O)Nc1oc(-c2ccccc2)c(-c2ccccc2)c1C#N
  -5.1	-2.8	1.1	26.2	6.7	-1.0	-0.277	-1.4	54.6*
COc1ccc(-c2cn3cccnc3n2)cc1NC(=O)C1CCCC1
  0.0	-4.6	3.5	-15.7	8.0	-4.0	-0.557	-6.3	1.4
CCOC(=O)C1=C(C)NC2=C(C(=O)c3ccccc32)C1c1cccnc1 (stereo not drawn)
  3.2	0.5	-0.1	-6.1	3.6	10.3	0.0324	-8.4	2.8
CC1=CC(C)(C)N2C(=O)C3(C(C#N)=C(N)Oc4cc(O)ccc43)c3cccc1c32 (stereo not drawn)
  -10.6	-0.6	24.1	99.8*	4.4	-4.6	-0.00612	10.7	0.0
O=C(Nc1cccc(C(=O)N2CCCC2)c1)c1ccccc1
  21.0	2.9	-2.3	0.5	-1.2	-6.0	0.122	-4.6	0.6
CCN(CC)CCNC(=O)c1nn(-c2ccc(C)cc2)c(=O)c2c1c1ccccc1n2C
  12.0	1.0	9.8	-7.2	5.9	0.9	0.13	-5.4	-0.3
CCOc1cc(-c2nc(-c3ccccc3OC)no2)cc(OCC)c1OCC
  16.3	-9.1	3.4	-17.5	2.1	-0.8	1.64	-23.6	1.2
COCCn1c(SCC#N)nnc1-c1ccccc1
  nt	nt	10.5	-1.2	nt	4.9	nt	0.1	nt
COC(=O)CSc1cc(C(=O)c2nccn2C)c2ccccc2n1
  12.4	4.1	-2.5	5.0	4.8	-1.5	0.314	-8.8	-0.4
CCOC(=O)c1sc(NC(=O)CSc2nncs2)c(C(=O)OCC)c1C
  2.9	-2.6	35.5	-0.7	-6.8	-5.1	3.96*	-2.7	2.3
Cc1nn(-c2ccccc2)c2c1P(=O)(O)/C(=C1\N(C)c3ccccc3C1(C)C)C=N2
  -4.2	-1.6	?	3.1	1.2	-0.8	-0.0198	10.4	6.0
O=C(O)c1ccc(NS(=O)(=O)c2ccc(Cl)c(Cl)c2)cc1O
  12.1	2.9	5.4	9.5	6.6	-14.4	-0.151	-10.5	-6.7
Cc1ccc2c(C)nc(NC3=NCN(CCc4ccccc4)CN3)nc2c1
  -17.9	14.1	1.6	44.8	5.5	0.2	-2.25	-6.6	3.5
COC(=O)C1CCCN1S(=O)(=O)c1ccc2ccccc2c1 (stereo not drawn)
  8.3	-0.5	23.7	-4.6	nt	-0.2	-0.253	-1.5	1.2
COC(=O)COc1ccc(S(=O)(=O)NCc2ccco2)cc1Cl
  7.7	5.2	-2.0	-0.8	9.9	-2.6	0.161	-7.2	-0.4
Cc1nn(-c2ccccn2)c2c1C(c1ccsc1)C1=C(CCCC1=O)N2 (stereo not drawn)
  11.4	4.2	23.4	1.7	1.7	-2.7	-0.708	1.7	4.1
CCCn1c(=O)c2[nH]c(C3CCCC3)nc2n(CCC)c1=O
  10.4	4.0	-10.9	6.0	9.2	-4.8&-1.0	20*	-2.2	1.9
CN/C=C1\C(=O)C(C)(C)Oc2ccc3ccc(=O)oc3c21
  11.7	5.0	-2.4	8.0	7.2	-2.9	1.26	-1.1	5.1
CCOC(=O)c1[nH]c(C)c(C(=O)OCCN2C(=O)c3ccccc3C2=O)c1C
  -8.0	-1.4	-7.5	12.9	8.1	0.1	2.38	-1.4	4.7
Cc1nnc(SCC(=O)NCCOc2ccc(Cl)cc2)n1-c1ccccc1
  19.4	3.9	9.6	-1.6	4.3	-3.6	0.122	-10.1	-1.6
N#Cc1ccc(-c2nnnn2-c2ccc3c(c2)OCO3)cc1
  -12.9	-1.8	10.4	-4.3	6.5	-0.4	1.3	6.5	2.0
CC(=O)C1=C(O)C(=O)N(Cc2ccco2)C1c1ccccc1 (stereo not drawn)
  13.1	5.0	-8.9	-13.6	5.2	-1.6	-0.542	-0.8	-2.2
C=CCSC1=C(C#N)C(c2ccc(OCC)cc2)CC(=O)N1 (stereo not drawn)
  8.6	-3.6	-3.3	5.1	10.6	-1.1	1.28	-28.2	1.9
Cc1onc(-c2ccccc2)c1C(=O)Nc1ccc2c(c1)OCO2
  3.0	1.6	16.9	-9.9	3.0	37.1	4.99*	-4.7	3.7
CCn1c(=O)cc(OCC(=O)NCCCN2CC(C)CC(C)C2)c2ccccc21 (stereo not drawn)
  -0.7	3.6	-1.4	-15.7	11.2	-3.6	-0.27	-16.1	-4.9
COc1ccc(C2C(C(C)=O)=C(O)C(=O)N2CCN(C)C)cc1OC (stereo not drawn)
  -12.5	-1.2	4.7	2.4	6.1	-4.3	0.424	-10.6	-5.5
COCCCNC(=O)c1cccc(C(=O)NCCCOC)c1
  13.7	3.2	-2.5	-12.1	nt	-3.8	-0.47	-4.3	nt
C/C(Cl)=C/CN1C(=O)C2C3C=CC(C3)C2C1=O (stereo not drawn)
  18.5	-1.7	8.6	-5.1	-13.5	1.9	-0.104	0.5	3.0
CCOc1ccc(NC(=O)N(C2CCCCC2)C2CCN(C(C)=O)CC2)cc1
  2.8	0.6	1.7	-7.4	6.2	-3.6	0.0569	63.8*	1.3
Cc1cc(C)nc(SCc2ccc(C(=O)O)o2)n1
  10.0	-2.6	-30.0	-3.1	7.3	0.5	0.117	-12.8	-2.0
COc1ccc(C(c2nnnn2CC2CCCO2)N2CCN(c3cccc(C)c3C)CC2)cc1 (stereo not drawn)
  -5.2	-3.3	-31.0	24.9	-1.1	1.6	-1.52	-15.6	0.6
Cc1ccc(CNC(=O)c2cn(C3CCCCC3)c(=O)c3c2c2ccccc2n3C)o1
  14.0	-1.8	6.3	4.6	-1.1	-5.1	-1.24	-6.0	-1.1
CCOC(=O)CSc1nc(N(C)C)nc(N(C)C#N)n1
  nt	nt	-19.2	-0.1	nt	-5.5	nt	-0.1	6.6
O=C(CSc1nccc(=O)[nH]1)N1c2ccccc2CCc2ccccc21
  21.2	4.6	-31.0	1.4	0.6	-2.1	0.497	-0.6	0.6
O=C1C(Cl)=C(NCC2CCCO2)C(=O)N1c1ccccc1 (stereo not drawn)
  8.9	-12.4	-14.7	-17.9	6.4	1.1	0.501	5.0	5.1
CCSc1nnc(N(CCC#N)CCC#N)s1
  nt	nt	-8.8	9.2	-0.7	0.0	0.00536	-7.7	-0.7
O=C1CCCCCC1C1(O)C(=O)Nc2ccc(Br)cc21 (stereo not drawn)
  20.6	2.5	1.5	-5.9	0.9	-5.1	-1.12	6.5	4.1
CCCSCCCNC(=O)Cn1cc2c(n1)CCC(C)C2 (stereo not drawn)
  -4.3	2.8	2.1	3.5	-14.4	-3.4	0.189	-11.6	-2.7
O=C(Nc1ccc(N2CCOCC2)cc1)C1(S(=O)(=O)c2ccccc2)CC1
  nt	nt	7.0	-11.9	nt	10.0	-0.0666	-0.8	nt
O=C(c1ccncc1)N1CCN(C(=O)c2cccs2)CC1
  4.3	3.8	6.0	-24.1	3.4	-5.0	-0.13	-13.0	5.0
COc1ccc(OC)c(NC(=O)c2ccc(NS(=O)(=O)c3c(C)noc3C)cc2)c1
  18.3	2.8	34.3	16.6	3.8	13.2	0.312	2.7	1.8
CCCn1c(=N)n(CC(=O)c2ccco2)c2ccccc21
  0.0	-0.8	-21.2	5.4	10.8	-0.9	-0.882	3.5	-1.6
COC(=O)c1ccc(C2C(C(C)=O)=C(C)Nc3ncnn32)cc1 (stereo not drawn)
  16.2	-9.2	2.4	-9.4	5.1	-2.8	-0.21	-3.1	-2.9
COc1cc(-c2c(C#N)c(N)nc(SCc3ccncc3)c2C#N)cc(OC)c1OC
  -9.2	3.2	12.4	21.5	12.1	-0.5	0.263	4.0	6.5
Cc1noc(C(=O)Nc2sc3c(c2C#N)CCC3)c1Cl
  8.3	-0.3	-0.7	32.2	6.3	-1.9	-0.588	0.2	-1.2

# 3 compounds out of the list, sorted by formula weight, high to low:
# Below each compound – AP complement	CatB mixtures	DUSP1 inh	tolC growth inh	Ec RNAP inh	Hsp90 block	D1 allo mod	Cdc25B block	CatB inh
COc1ccc(OC)c(NC(=O)c2ccc(NS(=O)(=O)c3c(C)noc3C)cc2)c1
  18.3	2.8	34.3	16.6	3.8	13.2	0.312	2.7	1.8
Cc1ccc(CNC(=O)c2cn(C3CCCCC3)c(=O)c3c2c2ccccc2n3C)o1
  14.0	-1.8	6.3	4.6	-1.1	-5.1	-1.24	-6.0	-1.1
O=C(Nc1ccc(N2CCOCC2)cc1)C1(S(=O)(=O)c2ccccc2)CC1
  nt	nt	7.0	-11.9	nt	10.0	-0.0666	-0.8	nt
